Screening data deposited in PubChem BioAssay by National Center for Advancing Translational Sciences (NCATS).
Tb PYK inh: qHTS of Trypanosoma Brucei Inhibitors | AID 624173, 2012 | Potency, µM (doses to about 76.8 µM), without a hit: at the top dose activity, negative = inhibition, most hits filed as inhibitors | TbPYK enzyme, Kinase-Glo Plus ATP luminescence, 45 min | hit rate 0.12% among 410,000; active = well fitted inhibition curve with a large enough effect; inconclusive = small, poorly fitted or top-dose-only effect; note: nearly all actives have a fitted effect of over 50% in size
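ADP (130 uM final) triggers the TbPYK reaction after compound addition; incubation is 45 min at room temperature. Kinase-Glo Plus is then added and luminescence imaged. Normalized data are fitted to concentration-effect curves.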
Active calls of the source: *; ? = inconclusive; [ ] = dose if it differs, or a comment. % is set by controls: 0 for no effect and ±100 for the full control effect; potency is the fitted concentration of half-maximal effect.

SMILES | Tb PYK inh
CCOC(=O)C1=C(CN2CCN(c3ccc(OC)cc3)CC2)NC(=O)NC1c1ccc(Cl)cc1 (stereo not given) | -16.4%
CCc1ccc(-c2nc(CN3CCCC(C(=O)N4CCN(c5cc(Cl)ccc5C)CC4)C3)c(C)o2)cc1 (stereo not given) | 1.0%
COc1ccc(Cn2ccc3nc(C)c(C(=O)Nc4cccc(SC)c4)cc3c2=O)cc1 | -6.6%
Cc1ccc2nc(-c3cccnc3)c(Nc3ccc(C(C)C)cc3)n2c1 | -2.6%
COc1cc(NC(=O)CSC2=Nc3ccccc3N=C(c3ccc(F)cc3)C2)cc(OC)c1 | -6.5%
Cc1cc(C)cc(NS(=O)(=O)c2ccc(-c3cc(C)no3)s2)c1 | 0.4%[15.4 µM]
CSc1nnc2n(-c3cccc(C)c3)c(=O)c3c4c(sc3n12)CCCC4 | 5.7%
Cc1ccc(NC(=O)c2oc3c(c2C)-c2[nH]ncc2CC3)c(Cl)c1 | 1.8%
CCc1nc(SC)ncc1C(=O)Nc1ccc(Cl)cc1C(=O)c1ccccc1 | 6.6%
Cc1ccc(NC(=O)C(=O)NCC(c2cccnc2)N2CCN(c3ccccc3F)CC2)cc1Cl (stereo not given) | -1.3%
O=C(c1ccc2c(c1)N(Cc1ccccc1)C(=O)c1ccccc1S2(=O)=O)N1CCC(Cc2ccccc2)CC1 | 0.4%
CCc1nnc2c3ccccc3nc(Nc3ccccc3OC)n12 | -0.6%

Arranged by length of the SMILES (high to low): 5 of the compounds above.
SMILES | Tb PYK inh
O=C(c1ccc2c(c1)N(Cc1ccccc1)C(=O)c1ccccc1S2(=O)=O)N1CCC(Cc2ccccc2)CC1 | 0.4%
CCOC(=O)C1=C(CN2CCN(c3ccc(OC)cc3)CC2)NC(=O)NC1c1ccc(Cl)cc1 (stereo not given) | -16.4%
Cc1ccc(NC(=O)C(=O)NCC(c2cccnc2)N2CCN(c3ccccc3F)CC2)cc1Cl (stereo not given) | -1.3%
COc1cc(NC(=O)CSC2=Nc3ccccc3N=C(c3ccc(F)cc3)C2)cc(OC)c1 | -6.5%
CCc1nc(SC)ncc1C(=O)Nc1ccc(Cl)cc1C(=O)c1ccccc1 | 6.6%

More structures follow:
SMILES | Tb PYK inh
Nc1ncc(S(=O)(=O)NCc2ccc(Cl)cc2)cn1 | -2.1%
CC(=O)c1ccc(N2CCN(C3C(=O)c4ccccc4N3C(C)=O)CC2)cc1 (stereo not given) | -4.4%[15.4 µM]
CCOc1cc(Cn2c(-c3ccc(O)c(OCC)c3)nc3ccccc32)ccc1O | -1.2%
CC(=O)c1ccc(NS(=O)(=O)c2ccc3[nH]c(=O)[nH]c3c2)cc1 | -14.8%[15.4 µM]
CCOc1ccc(NC(=O)CC2C(=O)N(c3cccc(C)c3)C(=O)N2CCC2=CCCCC2)cc1 (stereo not given) | 3.1%
COc1ccc(NC(=O)N2CCCC3(CCN(C(=O)c4cnccn4)CC3)C2)cc1 | 1.1%
COc1cccc2c1ncc1c(-c3ccc(C)cc3)nn(-c3ccc(F)cc3)c12 | -0.3%
CCOC(=O)c1c(C)[nH]c(C)c1S(=O)(=O)N1CCCC(C(=O)NCc2ccc(Cl)cc2)C1 (stereo not given) | -3.0%
COc1ccccc1C(=O)NC1(C(F)(F)F)NC(=O)N(CCc2ccccc2)C1=O (stereo not given) | -3.3%
FC(F)(F)c1ccc2c(c1)ncc1c(-c3ccccc3)nn(-c3ccccc3)c12 | 4.4%
O=C(c1ccc2c(c1)N(Cc1ccccc1F)C(=O)c1ccccc1S2(=O)=O)N1CCC(Cc2ccccc2)CC1 | 6.7%
COc1ccc(OC(=O)c2cc(-c3ccc4c(c3)OCCO4)on2)cc1 | 6.1%
Cc1cc(C)cc(NC(=O)CSc2nc(=O)[nH]c3c2CCC3)c1 | -3.5%
COc1ccc(NC(=O)c2ccc3c(=O)n4nc(Nc5cccc(Cl)c5C)sc4nc3c2)cc1 | 0.3%
COc1ccccc1-c1nc(SCC(=O)Nc2ccc(C)c(C)c2)n[nH]1 | -1.0%
CC(=O)c1cccc(NC(=O)CSc2nc(=O)n(Cc3ccco3)c3c2CCC3)c1 | -11.1%
CCOC(=O)c1c(C)[nH]c(C)c1S(=O)(=O)N(C)CC(=O)Nc1ccc(CC)cc1 | 0.9%
COc1ccccc1NC(=O)c1c(NCc2ccc(OC)c(OC)c2OC)sc2c1CCC2 | -6.8%
COc1ccc(NC(=O)C2CCN(c3cc(C)nc4c(-c5ccc(Cl)cc5)c(C)nn34)CC2)cc1 | -7.4%
CCCC(=O)Nc1ccccc1C(=O)OCc1cc(=O)n2nc(C(C)C)sc2n1 | 4.4%
CCOC(=O)c1ccc2c(c1)N(CC(=O)N(C)c1ccccc1)C(=O)c1ccccc1S2 | 3.7%
CCC1Oc2ccc(C)cc2N(CC(=O)NCc2ccc(OC)cc2)C1=O (stereo not given) | -3.2%
Cc1ccc(Nc2c3c(nc4nncn24)CCC3)cc1 | 3.5%
Cc1ccc(C2=Nc3ccccc3N(CC(=O)NCc3ccc(F)cc3)C(=O)C2)cc1C | 2.4%
CCOCCc1nn2c(=O)cc(COC(=O)C3CCCCC3)nc2s1 | -0.2%
COC(=O)c1ccc([C@H]2Nc3ccc(S(=O)(=O)Nc4ccc(C)cc4)cc3[C@H]3C=CC[C@H]32)cc1 | 6.3%
CCc1sc(Nc2ccc(Cl)cc2)nc1-c1cc2cccc(OC)c2oc1=O | -9.6%
CCOc1cccc(C2c3c(oc4ccc(F)cc4c3=O)C(=O)N2CCc2ccc(OC)cc2)c1 (stereo not given) | 3.2%
CC(C)c1ccc(Nc2sc(C(=O)c3ccccc3)c(N)c2S(=O)(=O)c2ccccc2)cc1 | 2.4%
C/C(=C(\CCO)SSCC1CCCO1)N(C=O)Cc1cnc(C)nc1N (stereo not given) | 4.8%
Cc1ccc(NCc2ccccc2-c2nnc(-c3ccccc3Cl)o2)c(C)c1 | 0.8%
O=C(Cn1cc(SCc2ccccc2F)c2ccccc21)N1CCCCCC1 | -1.8%
CN(C)S(=O)(=O)c1ccc2c(c1)nnn2CCNC(=O)Nc1ccc(Br)cc1 | 2.8%
Cc1nc2ccccn2c(=O)c1NC(=O)c1c(F)cccc1F | -1.8%
CCOC(=O)N1CCC(NC(=O)c2cnn(-c3ccc(C)cc3)c2C2CCN(C(=O)OC(C)(C)C)CC2)CC1 | 3.9%[15.4 µM]
Cc1csc2nc(COc3ccccc3NC(=O)c3ccco3)cc(=O)n12 | -2.5%
Cc1ccccc1-n1c(SCc2ccc(Cl)cc2)nc2[nH]ncc2c1=O | 6.2%
COc1ccc(-n2c(=O)c3sc4ccccc4c3n(CC(=O)N3CCCC3)c2=O)cc1 | 2.2%
CCc1ccccc1NC(=O)Cn1cc2c(n1)CCC(C)C2 (stereo not given) | 2.3%
CCOC(=O)Cn1c(CN2CCN(c3ccc(OC)cc3)CC2)nc2c1c(=O)[nH]c(=O)n2C | 3.7%
CCc1nn(CC(=O)NCCN(CC)CC)c(=O)c2cc3occc3n12 | 1.1%
CCOC(=O)C1=C(CN2CCN(c3ccccc3F)CC2)NC(=O)NC1c1ccc(OC)cc1 (stereo not given) | -4.3%
CCOC(=O)C1CCN(c2nc3ccccc3nc2Cl)CC1 | -2.5%
COc1ccc(-c2cn3nc(N4CCCC(C(=O)Nc5ccccc5F)C4)sc3n2)cc1 (stereo not given) | -15.1%[15.4 µM]
COc1cc2ncc3c(-c4ccccc4)nn(CC(=O)NC4CCCCC4)c3c2cc1OC | 1.3%
COc1ccc(N2CCN(c3cc(C)nc4nc(-c5ccc(C)cc5)nn34)CC2)cc1 | 1.8%
COc1ccc2c(c1)c1c(c(=O)n(-c3cccc(Cl)c3)c(=O)n1CC(=O)N1CCCC1)n2C | 2.5%
Cc1ccc(NC(=O)c2ccc(CN3C(=O)CCn4nc(C)cc43)cc2)c(Cl)c1 | 5.7%
Cc1cc2nc(-c3cc(NC(=O)c4cc5ccccc5o4)ccc3Cl)oc2cc1C | 3.9%
CC(C)CNC(=O)N1[C@H](c2cccs2)[C@@H](C)C(=O)[C@@H](C)[C@@H]1c1cccs1 | -6.4%
CCOC(=O)c1cc(C)n(CC2CCC(C(=O)Nc3cc(OC)cc(OC)c3)CC2)c1C (stereo not given) | 1.1%
CC1CCCN(CCCNC(=O)c2cc(Sc3ccc(F)cc3)nc3ccccc23)C1 (stereo not given) | -10.3%
Cc1ccc(C)c(N2CCN(S(=O)(=O)c3ccc4c(c3)C(C(C)C)C(=O)N4)CC2)c1 (stereo not given) | 1.4%
Cc1cccc(NC(=O)Cn2c(=O)n(CCC(C)C)c(=O)c3cccnc32)c1 | 2.2%
COc1ccc(-c2csc3ncnc(Nc4ccc(OC)c(OC)c4)c23)cc1 | -0.4%
O=C(CSc1nncn2c1cc1sccc12)Nc1ccccc1C(F)(F)F | 6.7%
CCOc1ccc(CNC(=O)CCc2c(C)nn(-c3ccc(N4CCOCC4)nn3)c2C)cc1 | -6.4%
COc1ccccc1CNC(=O)c1ccc(N2Cc3cccc(OC)c3Oc3ncccc32)s1 | -5.9%
COC(=O)c1ccc(Nc2nc(-c3ccccc3Cl)nc3ccccc23)cc1 | 0.3%
O=C(c1csnn1)N1CCC2(CCN(Cc3cc(C(F)(F)F)cc(C(F)(F)F)c3)CC2)CC1 | 1.0%

(more compounds)
SMILES | Tb PYK inh
CCOC(=O)c1cccc(NC(=O)c2oc3c(c2C)-c2[nH]ncc2CC3)c1 | 2.1%
Cc1ccccc1NCc1cccn1-c1nnc(N2CCC(C)CC2)s1 | -5.4%
CCOc1ccccc1NC(=O)c1c(NCc2ccc(OC)c(OC)c2OC)sc2c1CCC(C)C2 (stereo not given) | -24.0%
CN1CCN(C(=O)c2ccc3c(c2)N(Cc2ccc(F)cc2)C(=O)c2ccccc2S3(=O)=O)CC1 | 0.3%
Cc1nn(CCCC(=O)NCc2cccc(F)c2)c(=O)c2nn(-c3ccccc3)c(C)c12 | 2.9%
CCC(CC)C(=O)N1c2ccccc2C(C)(c2ccccc2)CC1(C)C (stereo not given) | 4.4%
O=C(Nc1cc2c(cc1C(=O)c1ccc(Br)cc1)OCCO2)c1ccc(Cl)cc1 | 0.8%
O=C(CN1N=C(c2ccc(Cl)cc2)CCC1=O)NCCc1ccc(Cl)cc1 | -8.9%
COc1ccc(OC)c(C(=O)CN2C(=O)N(c3cc(C)cc(C)c3)S(=O)(=O)c3ccccc32)c1 | 4.0%
COCCCNC(=O)C1CCN(c2nc3ccc(C)cc3[nH]2)CC1 | -4.4%[15.4 µM]
Cc1ccccc1NC(=O)CCC(=O)N1CC(C)Sc2ccccc21 (stereo not given) | -12.0%
COc1ccc(CCNC(=O)c2cnc3sc(N4CCCCCC4)nn3c2=O)cc1 | -11.7%

In a second layout: results already given
> COc1ccc(Cn2ccc3nc(C)c(C(=O)Nc4cccc(SC)c4)cc3c2=O)cc1
  Tb PYK inh: -6.6%
> Cc1nn(CCCC(=O)NCc2cccc(F)c2)c(=O)c2nn(-c3ccccc3)c(C)c12
  Tb PYK inh: 2.9%
> Cc1ccc(C)c(N2CCN(S(=O)(=O)c3ccc4c(c3)C(C(C)C)C(=O)N4)CC2)c1 (stereo not given)
  Tb PYK inh: 1.4%
> O=C(Cn1cc(SCc2ccccc2F)c2ccccc21)N1CCCCCC1
  Tb PYK inh: -1.8%

Other compounds
SMILES | Tb PYK inh
COc1ccc(CC(=O)NCc2ccc3c(c2)CCN3C(=O)c2ccc(Cl)cc2)cc1 | -0.6%
O=C(Cn1ncc2c3ccccc3n(Cc3ccc(F)cc3)c2c1=O)NC1CCCCCC1 | 1.0%
COc1ccccc1CNC(=O)c1cc2sccc2n1Cc1ccc(Cl)cc1 | 6.5%
CC(C)(CC(=O)OCC(=O)Nc1ccc(F)c(Cl)c1)CC1=NS(=O)(=O)c2ccccc2N1 | -4.2%
CCOC(=O)c1sc2ncn(CC(=O)Nc3ccc(C)cc3C)c(=O)c2c1C | -1.4%
Cc1cccc(-n2ncc3c(Nc4c(C)cc(C)cc4C)ncnc32)c1 | 0.5%
O=C(Nc1c(C(=O)N2CCN(c3ccccc3)CC2)oc2ccccc12)c1ccco1 | -0.6%
CN(Cc1ccccc1)C(=O)C(=O)Nc1ccc2nc3n(c(=O)c2c1)CCCCC3 | 1.0%
Cc1nc2cc(-c3ccccc3)nn2c(C)c1CCC(=O)NCCc1ccccc1 | 2.9%
COc1ccccc1Cc1nc2ccccc2nc1SCC(=O)N(C)c1ccc(F)cc1 | 0.1%
CCOC(=O)CCN(c1ccccc1)S(=O)(=O)c1cc(-c2cc(C)no2)ccc1C | 3.7%
COc1ccc(NC(=O)CSC2=Nc3ccccc3C3=NC(Cc4ccccc4)C(=O)N23)cc1Cl (stereo not given) | -11.4%
CCc1nn2c(=O)cc(COC(=O)c3ccc(NC(=O)c4cccs4)cc3)nc2s1 | -1.3%
CCC(=O)N1c2ccc(S(=O)(=O)CCC(=O)Nc3ccc(Br)c(C)c3)cc2CC1C (stereo not given) | ?
CCOc1ccc(-c2nonc2NC(=O)COc2ccccc2)cc1 | -1.4%
O=C(Nc1ccc(-c2nc3cc(Cl)ccc3o2)cc1)c1cc(Br)ccc1Cl | -4.4%
Cc1cccc2c1-c1sc(C(=O)N3CCN(c4ccccc4)CC3)cc1CO2 | 4.0%
O=C(NCc1ccccc1Cl)c1cnc(N2CCOCC2)c2ccccc12 | -10.1%
Cn1ccc2cc(S(=O)(=O)N3CCN(C(=O)Nc4ccccc4F)CC3)ccc21 | -0.8%
CCC(C(=O)N1CCN(c2cc(C)ccc2C)CC1)n1nc(C)n2c(cc3occc32)c1=O (stereo not given) | 2.6%

Copied from above (3 entries):
SMILES | Tb PYK inh
O=C(NCc1ccccc1Cl)c1cnc(N2CCOCC2)c2ccccc12 | -10.1%
Cn1ccc2cc(S(=O)(=O)N3CCN(C(=O)Nc4ccccc4F)CC3)ccc21 | -0.8%
CCC(C(=O)N1CCN(c2cc(C)ccc2C)CC1)n1nc(C)n2c(cc3occc32)c1=O (stereo not given) | 2.6%

Not all compounds are listed (hit frequency here may not be typical).
